# LGR2 antag – blocks bursicon-induced cAMP signaling via Drosophila LGR2; HEK293 LGR2, CRE-luciferase, bursicon-stimulated, 4 h; inhibition, % at 9.99 µM; 0.35% of 380,000 active;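 active means drop in luminescence signal, shown as inhibition above about 50% in the replicate tests, limit read from the data, passing the limit was not always enough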;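 further: agonist challenge used bursicon conditioned medium at about half maximal strength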
# SIRT5 block – blocks human SIRT5 desuccinylation of peptide; AID 652115; inhibition, % at 15 µM; 1.1% of 330,000 active; Purified SirT5, succinyl-peptide AMC, trypsin-coupled fluorescence; Q9NXA8; in the data active means inhibition above about 15%
# Statin myotox sup – protects C2C12 myotubes from simvastatin toxicity; ATP luminescence, 48 h; scaled: DMSO 0, geranylgeraniol control 100; rescue of ATP level, % at 7.49 µM; 0.78% of 330,000 active; AID 602340;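 active means mean ATP rescue above about 67%, or every replicate alone reaching that limit, limit read from the data, passing the limit was not always enough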;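 further: myotubes were challenged with 10 µM simvastatin during compound exposure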
# PGC1a acetyl inh – lowers PGC1a acetylation signal in U2OS cells; AlphaScreen anti-acetyl-lysine; with virally co-expressed GCN5 acetyltransferase; inhibition, % at 15.6 µM; 0.17% of 350,000 active; AID 651687;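 active means every replicate shows inhibition of at least 40%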;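 further: 0% = neutral control wells and 100% = positive control wells; some results beyond the cut were filed as inactive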
# ERAP1 inh – inhibitors of human ERAP1 aminopeptidase. inhibition, % at 10.7 µM. 0.15% of 340,000 active. Q9NZ08. recombinant ERAP1, Leu-AMC fluorescence, 60 min;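 active means mean replicate inhibition of at least 30%, or all replicates individually reaching that 30% level; inactive means mean below 30% and not every replicate reaching it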;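 further: 0% = neutral control wells and 100% = L-leucinethiol positive control wells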
# Target sequence (Q9NZ08 whole entry, looked up): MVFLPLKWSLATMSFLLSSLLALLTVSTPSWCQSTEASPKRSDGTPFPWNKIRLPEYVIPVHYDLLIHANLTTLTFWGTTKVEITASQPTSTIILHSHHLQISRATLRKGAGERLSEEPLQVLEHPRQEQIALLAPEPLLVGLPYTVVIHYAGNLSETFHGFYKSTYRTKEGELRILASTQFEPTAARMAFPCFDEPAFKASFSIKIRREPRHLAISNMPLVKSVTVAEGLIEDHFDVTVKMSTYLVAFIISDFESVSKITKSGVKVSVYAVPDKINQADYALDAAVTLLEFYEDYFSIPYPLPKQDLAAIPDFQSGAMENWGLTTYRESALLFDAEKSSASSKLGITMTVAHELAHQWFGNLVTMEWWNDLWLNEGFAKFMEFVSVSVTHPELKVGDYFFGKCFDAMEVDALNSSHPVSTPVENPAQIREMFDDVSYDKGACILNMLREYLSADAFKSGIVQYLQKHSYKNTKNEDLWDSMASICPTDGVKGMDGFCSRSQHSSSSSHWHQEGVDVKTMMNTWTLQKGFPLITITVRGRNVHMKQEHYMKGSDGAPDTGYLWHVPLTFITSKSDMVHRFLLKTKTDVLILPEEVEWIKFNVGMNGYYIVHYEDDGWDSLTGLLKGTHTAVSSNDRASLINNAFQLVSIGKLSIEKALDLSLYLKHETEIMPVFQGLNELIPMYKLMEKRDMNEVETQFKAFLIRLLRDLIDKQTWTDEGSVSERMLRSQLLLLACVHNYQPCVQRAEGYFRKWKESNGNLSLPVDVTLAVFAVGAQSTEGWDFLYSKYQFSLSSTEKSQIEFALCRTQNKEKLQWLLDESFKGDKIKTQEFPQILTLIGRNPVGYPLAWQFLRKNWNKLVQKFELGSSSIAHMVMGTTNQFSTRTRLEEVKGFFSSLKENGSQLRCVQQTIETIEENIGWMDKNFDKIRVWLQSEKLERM
# S100A4 MyoIIA – blocks human S100A4 binding to myosin IIA peptide. P26447. S100A4/TAMRA-MyoIIA peptide fluorescence polarization. inhibition, % at 10.7 µM. 0.14% of 360,000 active;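 active means mean inhibition of at least 70% across replicates, with every replicate also reaching that level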
# Target sequence (P26447 whole entry, looked up): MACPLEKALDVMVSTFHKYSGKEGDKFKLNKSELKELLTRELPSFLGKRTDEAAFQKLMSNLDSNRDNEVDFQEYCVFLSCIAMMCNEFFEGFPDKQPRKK
#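 Material: human S100A4 monomer with TAMRA-labelled myosin IIA peptide; buffer or medium: HEPES pH 7.2 with CaCl2, KCl, NaCl, DTT, Triton; compound dosing: one concentration per compound; schedule: 5 min incubation before reading; benchmarks: neutral control DMSO, positive control TFP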
# Xi reactivation – activators of X-chromosome reactivation in mouse fibroblasts; 0.055% of 360,000 active; XiGFP mouse fibroblasts, % GFP-positive cells imaging, 3 d; cells co-treated with 5-aza-dC sensitizer; scaled so ellipticine positive control = 100%; activation, % at 7.58 µM;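 active means mean normalized replicate activation at least 10% and every replicate at or above 10%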;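 further: 0% = median of on-plate neutral control wells and 100% = ellipticine 6 µM median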
#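 System: 68-5-11 XiGFP fibroblast line; Timing: 3 days compound exposure; Compound dosing: one concentration, pinned; Benchmarks: positive control ellipticine, 6 µM final; Buffer or medium: DMEM containing 5-aza-dC.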
# Cneo AK release – Cryptococcus neoformans lysis via adenylate kinase release; C. neoformans lysis, adenylate kinase release luminescence, 4 h; normalised: neutral wells 0, clomiphene wells 100; 0.2% of 360,000 active; lysis activity, % at 15 µM;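 active means mean lysis activity across replicates of at least 80%, whatever share of replicates individually reach that level; inactive means mean lysis activity below 80%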
#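 Assay system: Cryptococcus neoformans yeast cells / Dosing: single-point compound dose / Timing: 4 h at 37 °C static, read 1 h later / Measured by: luminescence of released adenylate kinase using an AK detection reagent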
# Active calls of the source: *; nt = no result given. A portion of the library; the hit share may differ from the screen's.
SMILES,LGR2 antag,SIRT5 block,Statin myotox sup,PGC1a acetyl inh,ERAP1 inh,S100A4 MyoIIA,Xi reactivation,Cneo AK release
O=C(NCc1ccco1)c1ccc(F)c(S(=O)(=O)N2CCCCC2)c1,-16,-1,nt,-10,1,2,0.0,nt
CCCN1[C@@H]2c3ccc(C4=CCCCC4)c(=O)n3C[C@@H]2[C@@H](CO)[C@@H]1C(=O)N(C)C,7,1,nt,4,2,1,0.0,nt
CO[C@@H]1CN(C)C(=O)c2ccc(NS(=O)(=O)c3ccccc3)cc2OC[C@H](C)N(C(=O)NC(C)C)C[C@@H]1C,-10,2,0,6,0,1,-0.1,6
O=C(c1cccc(F)c1)N1CC[C@@H]2[C@H]1c1cc(-c3ccccc3)ccc1N[C@@H]2CO,-12,3,nt,-12,-2,8,0.1,nt
O=C(C[C@H]1C=C[C@H](NC(=O)Nc2ccccc2F)[C@@H](CO)O1)NCc1ccccc1,14,0,nt,-4,-5,0,-0.2,nt
CCOC(=O)c1c(S(=O)(=O)NCCc2ccc(OC)c(OC)c2)c(C)n(C)c1C,-13,2,8,15,1,-4,0.1,-16
COC(=O)c1ccc2nc(-c3ccco3)c(Cc3cccc(Cl)c3)n2c1,1,2,nt,nt,2,-6,0.1,nt
COc1cccc(-c2ccc([C@H]3[C@@H](CO)N4CCCCN(CC5CCOCC5)C[C@H]34)cc2)c1,nt,nt,nt,-17,0,1,nt,-1
C[C@@H]1CN([C@@H](C)CO)C(=O)c2cccc(NS(=O)(=O)c3cccs3)c2O[C@@H]1CN(C)Cc1ccc(C(F)(F)F)cc1,-6,4,-31,-10,0,-18,0.0,4
COc1ccc(NC(=O)N(C)C[C@@H]2OCCCC[C@@H](C)Oc3ccc(NS(=O)(=O)c4ccccc4)cc3C(=O)N([C@H](C)CO)C[C@H]2C)cc1,4,1,nt,-1,2,4,0.2,1
N/C(=N\OC(=O)CCC1CCCC1)c1ccc([N+](=O)[O-])cc1,-39,1,nt,nt,-6,2,0.1,nt
CN(C)CC(=O)N1[C@@H]2c3ccc(C4=CCCCC4)c(=O)n3C[C@@H]2[C@@H](CO)[C@@H]1C(=O)Nc1nccs1,-8,-2,-33,nt,0,24,-0.1,-3
CCOC(CNC(=O)c1ccc2c(c1)nc(C)n2-c1cccc(F)c1)OCC,8,2,3,7,0,3,nt,nt
O=C(COc1ccc(C2SCCS2)cc1)NNC(=O)C(Cl)Cl,-20,2,nt,0,4,1,-0.2,2
Cn1ccc2c(-c3ccc(F)nc3)cc3c(c21)C1CCC3C1 (configuration not stated),-13,nt,2,6,1,11,0.1,1
Cc1ccc2nc(SCC(=O)Nc3nnc(SCC(N)=O)s3)[nH]c2c1,-1,nt,15,1,nt,nt,nt,-1
CN(C)C(=O)c1cccc(-c2ccc3c(c2)[C@H]2[C@H](CCN2C(=O)c2ccc4c(c2)OCO4)[C@@H](CO)N3)c1,-13,nt,8,8,nt,nt,0.1,-23
CNC[C@H]1Oc2c(NC(=O)c3cc(C)nn3C)cccc2C(=O)N([C@H](C)CO)C[C@@H]1C,-36,-1,3,4,-1,-9,-0.4,0
N#CCC(=O)c1sccc1-n1cccc1,-3,4,nt,nt,2,-38,-0.1,0
CCCn1nc(NS(=O)(=O)c2ccccc2)c2cc3cc(C)ccc3nc21,4,nt,nt,-2,nt,nt,0.0,1
CCOC(=O)N1CCC(N2C(=O)c3ccc(C(=O)Nc4ccc(OC)cc4)cc3C2=O)CC1,-1,-1,-13,0,3,-2,0.0,-1
CCCn1nnnc1NCc1ccccc1OCC,0,3,2,-7,-1,7,0.0,-1
CCCNC(=O)NC[C@H]1[C@H](c2ccc(C3=CCCC3)cc2)[C@H](CO)N1C(C)=O,-3,nt,4,2,nt,nt,0.2,-1
CCCN1CCN(C(=O)c2cc(COc3ccc4ncccc4c3)on2)CC1,10,-5,nt,12,-2,-1,-0.1,nt
CCOc1ccc(NC(=O)N(c2ccccc2)c2ccccc2)cc1,1,-2,7,0,2,-3,0.1,-9

# Some values from above:
# Cneo AK release with CN(C)CC(=O)N1[C@@H]2c3ccc(C4=CCCCC4)c(=O)n3C[C@@H]2[C@@H](CO)[C@@H]1C(=O)Nc1nccs1 is entered as -3
# PGC1a acetyl inh with Cc1ccc2nc(SCC(=O)Nc3nnc(SCC(N)=O)s3)[nH]c2c1 is entered as 1

# Returning to the listing with the 4 entries that preceded the break.
SMILES,LGR2 antag,SIRT5 block,Statin myotox sup,PGC1a acetyl inh,ERAP1 inh,S100A4 MyoIIA,Xi reactivation,Cneo AK release
CCCn1nnnc1NCc1ccccc1OCC,0,3,2,-7,-1,7,0.0,-1
CCCNC(=O)NC[C@H]1[C@H](c2ccc(C3=CCCC3)cc2)[C@H](CO)N1C(C)=O,-3,nt,4,2,nt,nt,0.2,-1
CCCN1CCN(C(=O)c2cc(COc3ccc4ncccc4c3)on2)CC1,10,-5,nt,12,-2,-1,-0.1,nt
CCOc1ccc(NC(=O)N(c2ccccc2)c2ccccc2)cc1,1,-2,7,0,2,-3,0.1,-9
COc1ccc(NC(=O)N(C)C[C@@H]2Oc3ccc(NS(=O)(=O)c4ccc(F)cc4)cc3CC(=O)N([C@@H](C)CO)C[C@H]2C)cc1,-3,4,-18,-2,-3,0,-0.8,nt
COc1ccc(OC)c(C2C(C(=O)c3ccc(C)o3)=C(O)C(=O)N2CCN2CCOCC2)c1 (configuration not stated),6,-1,nt,nt,3,2,0.0,nt
O=C(O)CC(SCC(=O)NC1CCCc2ccccc21)C(=O)O (configuration not stated),-5,0,nt,11,3,1,-0.1,nt
CO[C@@H]1CN(C)C(=O)c2cc(NS(=O)(=O)c3ccc(C)cc3)ccc2OC[C@@H](C)N(Cc2nccs2)C[C@H]1C,3,1,-6,-13,2,3,0.0,-69
COc1ccc(C2C(C#N)=C(C)NC(C)=C2C(=O)OC(C)C)c(OC)c1 (configuration not stated),0,-3,6,-6,6,0,0.1,0
Cc1ccc(-c2ccc3c(c2)O[C@H](CN(C)C(=O)NC(C)C)[C@H](C)CN([C@@H](C)CO)S3(=O)=O)cc1,3,-1,0,-7,-3,1,-1.2,2
COc1cccc(-c2ccccc2[C@@H]2[C@H](C#N)N(C(=O)c3ccccn3)[C@H]2CO)c1,15,-3,nt,-4,1,-1,0.0,nt
COc1ccc(CNC(=O)C(=O)NCc2cccnc2)cc1,-7,-8,-12,12,-4,1,-0.2,0
CCOC(=O)C1=C(C)N(C)C(=S)NC1c1ccccc1 (configuration not stated),4,0,nt,nt,3,1,-0.1,5
N#C/C(=C/c1cn[nH]c1-c1ccc(Br)cc1)C(=O)O,-2,0,nt,nt,-9,-7,-0.1,nt
Cc1ccc(NC(=O)c2ccccc2NC(=O)c2cccnc2)cc1,-11,-2,4,-27,3,-5,0.0,-1
Cc1ccc(NC(=O)CSCC(=O)N(C)CC(=O)Nc2cccc(F)c2)cc1,-4,-2,-1,nt,0,8,0.0,-4
Cc1cc(C)nc(N(C#N)Cc2ccc(Br)cc2)n1,2,nt,3,-5,nt,nt,nt,-2
CCCOc1ccc(/C=N/NC(=O)CSc2ccccn2)cc1OC,nt,0,nt,5,nt,5,0.0,-2
CCC(=O)N[C@@H]1CC[C@@H](CC(=O)NCC2CCCCC2)O[C@@H]1CO,10,1,8,4,1,-8,-0.6,49
O=C(COC(=O)CCc1c[nH]c2ccccc12)NCc1ccc2c(c1)OCO2,-10,2,nt,nt,1,-4,0.0,nt
C[C@@H]1CN([C@H](C)CO)C(=O)c2cc(-c3cccnc3)cnc2O[C@H]1CN(C)C(=O)Nc1ccc2c(c1)OCO2,3,5,2,10,1,-4,0.1,-1
O=C(CCc1nc2ccccc2[nH]1)Nc1ccccc1F,nt,-8,12,-19,8,-6,0.2,4
Cc1cc2nc(CN(C)C(=O)C3CCC(=O)N(C4CCCC4)C3)[nH]c2cc1C (configuration not stated),-5,nt,nt,nt,11,1,0.2,nt
CCS(=O)(=O)N1CCCCN2[C@H](CO)[C@@H](c3ccc(-c4cccc(C#N)c4)cc3)[C@H]2C1,-30,3,nt,-8,1,-2,0.0,-1
CCn1c(SCC(=O)N2CCOCC2)nnc1C(C)NC(=O)c1ccccc1 (configuration not stated),-4,1,nt,nt,-2,0,0.0,16
CC1CN(C)C(C)c2c1oc1ccc([N+](=O)[O-])cc21 (configuration not stated),-11,-1,nt,nt,-1,2,0.0,nt
CC(C)C(C)NC(=O)COc1ncnc2sccc12 (configuration not stated),5,0,nt,10,5,8,-0.6,nt
CCOC(Cn1c(SCC(=O)Nc2cc(C)on2)nc2ccccc2c1=O)OCC,-10,-3,-4,-10,2,0,0.1,-1
COc1ccc(OC)c(CNC(=O)CCc2nc(-c3cccs3)no2)c1,2,nt,-1,4,4,-1,0.1,3
SMILES,LGR2 antag,SIRT5 block,Statin myotox sup,PGC1a acetyl inh,ERAP1 inh,S100A4 MyoIIA,Xi reactivation,Cneo AK release
O=C(N/N=C\c1cc([N+](=O)[O-])ccc1N1CCCC1)c1ccccn1,1,0,nt,nt,1,3,0.4,nt
Cc1cc(C)cc(SCc2noc(C(=O)NCCCN3CCOCC3)c2C(=O)NCCCN2CCOCC2)c1,nt,-3,-19,-2,1,5,-0.3,1
O=[N+]([O-])c1ccccc1CN1CCN(c2ncccn2)CC1,8,4,-1,3,-1,0,0.0,-3
CC1=C(C(=O)N2CCOCC2)CC(CC(=O)NCCc2ccccn2)C(=O)N1CCCN1CCCC1=O (configuration not stated),11,nt,nt,nt,1,-5,-0.2,nt
Cc1ccoc1C(=O)N1CCCC(CO)(Cc2ccc(F)cc2)C1 (configuration not stated),-25,4,2,nt,0,6,0.1,0
COc1cccc(C(=O)C(C#N)=C(SC)SC)c1,2,nt,nt,10,-3,4,0.0,-5
O=C(OCc1nc2ccccc2[nH]1)C1CCCCC1,nt,-1,nt,nt,2,-4,0.1,nt
CCCCNC(=O)C(=O)NCCCn1ccnc1,-5,0,nt,10,3,1,0.0,nt
O=C(C=C1NCCN1)c1ccccc1,-11,2,7,1,nt,-1,0.1,-3
O=C(C[C@H]1CC[C@@H](NC(=O)Nc2cc(F)ccc2F)[C@@H](CO)O1)NCc1ccc2c(c1)OCO2,17,1,2,2,-1,0,-0.1,1
NS(=O)(=O)c1ccc(NC(=S)NC(=O)c2ccc(Br)o2)cc1,0,-2,-2,25,-3,-5,0.0,4
C[C@@H]1CCCCO[C@@H](CN(C)CC2CCCCC2)[C@H](C)CN([C@H](C)CO)C(=O)c2cc(NC(=O)NC3CCCCC3)ccc2O1,8,nt,-162,-5,nt,nt,0.2,42
COc1ccc(Cl)cc1NC(=O)CN(C)CC(=O)NC(C)c1ccccc1 (configuration not stated),5,2,nt,nt,2,-1,0.0,nt
CCCC(=O)Nc1ccc2c(c1)C(=O)N(C)[C@H]1CC[C@H](CC(=O)Nc3ccccc3)O[C@@H]1CO2,-12,4,11,0,1,2,0.1,-3
O=C(NCc1ccccc1Br)c1cccs1,-5,1,13,nt,nt,-1,0.0,0
O=C(Nc1ccc(N2C(=O)CCC2=O)cc1Cl)c1cccs1,-12,-2,nt,-1,-1,-4,0.2,nt
CN1CCCCC(NC(=O)c2cccc(F)c2)C1=O (configuration not stated),1,nt,nt,nt,3,-1,0.0,nt
C[C@@H]1CN([C@@H](C)CO)C(=O)c2cc(-c3ccccc3F)cnc2O[C@H]1CN(C)C(=O)CN(C)C,10,-3,3,-1,-1,-30,1.2,-1
O=c1[nH]c(/C=C/c2ccccc2Cl)c([N+](=O)[O-])c(=O)[nH]1,5,3,14,10,1,-7,0.0,0
O=C(c1cccs1)N1CCN(c2nc3c(F)cc(F)cc3s2)CC1,5,18*,-11,5,3,1,0.3,-2

# Assay outcomes as filed in PubChem BioAssay.
